Screening results: PubChem, National Center for Advancing Translational Sciences (NCATS)
p53null 39C kill: qHTS Screen for Compounds that Selectively Target Cancer Cells with p53 Mutations: Cytotoxicity of p53 Null Cells at the Nonpermissive Temperature. hit rate 0.97% among 55,000. H1299 p53-null (neo) cells, 39C, ATPlite viability, 24 h. Potency, µM (highest dose often 46.1 µM), without a hit: at the top dose activity, negative = cell killing, actives largely listed as cytotoxic;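 note: potency is the fitted concentration of half-maximal effect; 0% = DMSO only and -100% = full killing by 100 µM tamoxifen; nearly all actives have a fitted effect of over 50% in size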
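Temperature-shift cytotoxicity format: compound titrations on p53-null or A138V-expressing H1299 cells held 24 hr at 39C, cell ATP then measured, AC50 from Hill model.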
p53null 32C kill: qHTS Screen for Compounds that Selectively Target Cancer Cells with p53 Mutations: Cytotoxicity of p53 Null Cells at the Permissive Temperature. H1299-neo p53 null cells, ATP luminescence, 24 h, 32C. Potency, µM (top dose mostly 46.1 µM), for the others: at the top dose activity change, negative = cytotoxicity, usual class: cytotoxic. hit rate 0.62% among 55,000;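 note: potency is the fitted concentration of half-maximal effect; 0% = DMSO only and -100% = full killing by 100 µM tamoxifen; nearly all actives have a fitted effect of over 55% in size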
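H1299-neo, 600 cells/well; overnight 37C; cpd up to 46 uM, 24 h at 32C; ATPlite luminescence after 20 min RT; normalized to DMSO (0%) and tamoxifen 100 uM (100% kill); Hill-fit AC50.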
NTMT1 inhibitor: Primary qHTS for Inhibitors of N-terminal methyltransferase 1 (NTMT1): MTaseGlo Assay; NTMT1 MTase-Glo SAH luminescence, purified enzyme; hit rate 2.5% among 59,000; AID 1645870, 2021; Potency, µM (titrated, usually from 114 µM), for the others: at the top dose activity change, negative = inhibition, usual class: inhibitors;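 note: potency is the fitted concentration of half-maximal effect; plate controls were DMSO vehicle for no effect and no enzyme for full effect; nearly all actives have a fitted effect of over 65% in size; many of its hits are not listed in these tables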
FH mod: Identification of activators of human fumarate hydratase by quantitative high-throughput screening; AID 1347055, 2019; Fumarate hydratase, mitochondrial (Homo sapiens), P07954; FH coupled MDH/diaphorase resazurin fluorescence, 15 min; hit rate 0.22% among 54,000; Potency, µM (doses to about 79.9 µM), inactives show at the highest dose activity change, negative = inhibition, hits mostly inhibitors; note: potency is the fitted concentration of half-maximal effect; % is set by controls: 0 for no effect and ±100 for the full control effect; the screen sought activators but most active calls are inhibition curves; nearly all actives have a fitted effect of over 45% in size
Target sequence (P07954 whole entry, looked up): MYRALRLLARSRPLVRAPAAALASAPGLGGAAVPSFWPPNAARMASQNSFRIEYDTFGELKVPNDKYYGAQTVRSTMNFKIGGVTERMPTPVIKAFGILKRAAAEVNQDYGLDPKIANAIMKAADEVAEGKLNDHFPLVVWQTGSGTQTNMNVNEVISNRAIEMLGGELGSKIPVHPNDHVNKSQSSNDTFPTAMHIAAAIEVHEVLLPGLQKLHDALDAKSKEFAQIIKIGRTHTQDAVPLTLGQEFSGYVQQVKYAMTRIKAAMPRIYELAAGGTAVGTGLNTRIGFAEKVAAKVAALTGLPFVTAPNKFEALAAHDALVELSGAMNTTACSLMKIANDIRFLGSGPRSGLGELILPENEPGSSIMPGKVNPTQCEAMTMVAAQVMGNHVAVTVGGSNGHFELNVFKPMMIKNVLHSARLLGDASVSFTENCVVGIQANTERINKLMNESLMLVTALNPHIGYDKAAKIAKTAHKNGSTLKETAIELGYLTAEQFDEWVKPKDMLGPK
B2AR arrestin ag: qHTS assay of beta-arrestin-biased ligands of beta2-adrenergic receptor: NCGC Sytravon Library Screen. HTLA Tango cells, beta-arrestin recruitment, luciferase luminescence, 18 h. 44,000 tested, under 10 active. Potency, µM (doses to about 46.1 µM), for the others: top-dose activation, usual class: activators. Beta-2 adrenergic receptor (Homo sapiens), P07550. AID 1347077, 2019;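 note: potency is the fitted concentration of half-maximal effect; 0% = DMSO and full agonism = EC100 isoproterenol or metaproterenol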
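First, Tango cells carrying beta2-AR and beta-arrestin fusions received compound up to 46 microM. After 18 hr at 37 degrees C, luciferase substrate was added for 15 minutes, then luminescence gave %Activity for curve fitting.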
PTAP-TSG101 blk: qHTS Validation Assay for Inhibitors of HIV-1 Budding by Blocking the Interaction of PTAP/TSG101: Sytravon Library Screen; AID 1347069, 2019; Potency, µM (series often up to 115 µM), without a hit: top-dose activity change, negative = inhibition, most hits filed as inhibitors; Tumor susceptibility gene 101 protein (Homo sapiens), Q99816; 44,000 tested, under 10 active; Fluorescence polarization, FITC-PTAP peptide/Tsg101, 20 min; note: potency is the fitted concentration of half-maximal effect; 0% is about no effect
Target sequence (Q99816 whole entry, looked up): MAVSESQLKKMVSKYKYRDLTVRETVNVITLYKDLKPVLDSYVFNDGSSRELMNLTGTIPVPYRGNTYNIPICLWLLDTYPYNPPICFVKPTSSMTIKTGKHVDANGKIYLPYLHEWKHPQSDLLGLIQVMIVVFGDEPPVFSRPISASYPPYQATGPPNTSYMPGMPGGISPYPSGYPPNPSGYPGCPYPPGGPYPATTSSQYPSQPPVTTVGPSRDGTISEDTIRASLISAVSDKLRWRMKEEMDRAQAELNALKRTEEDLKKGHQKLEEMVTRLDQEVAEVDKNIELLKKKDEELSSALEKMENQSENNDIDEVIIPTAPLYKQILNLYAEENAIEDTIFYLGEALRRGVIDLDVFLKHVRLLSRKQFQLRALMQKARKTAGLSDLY
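FITC-labeled PTAP peptide (50 nM final) binding to Tsg101 binding domain (10 uM final) read by fluorescence polarization after 20 min at r.t. in HEPES pH 7.5 buffer. Actives by CRC class, <25 µM.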
GALK inh: qHTS Assay for Inhibitors of Human Galactokinase (GALK): NCGC Sytravon Library Screen; Potency, µM (titrated, usually from 57.5 µM), for inactives: top-dose activity, negative = inhibition, usual class: inhibitors; P51570; 44,000 tested, under 10 active; recombinant GALK, Kinase-Glo ATP luminescence, 1 h;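 note: plate controls were full GALK reaction for no effect and reaction lacking GALK for full effect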
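Human GALK (5 nM) was incubated with 35 uM ATP and 100 uM galactose in 20 mM HEPES pH 8.0 with MgCl2, NaCl, DTT and BSA for 1 h at room temperature. Remaining ATP was measured by Kinase-Glo Plus luminescence.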
An asterisk follows results filed as active; ? = inconclusive; nt = no result given; [ ] = dose if it differs, or a comment. Calls come from the whole dose curve; as a rule, active = well fitted curve in the direction sought with a large enough effect; inconclusive = small, poorly fitted or top-dose-only effect, or another doubt; inactive = no such curve, though single readings can be large; an effect the other way counts as inactive or inconclusive. Only part of the results is shown. The share of hits here may be higher or lower than overall.

no.	molecule	p53null 39C kill	p53null 32C kill	FH mod	PTAP-TSG101 blk	NTMT1 inhibitor	B2AR arrestin ag	GALK inh
1	COc1ccc(C(=O)Nc2ccc3nc(SCC(=O)N4CCCc5ccccc54)sc3c2)cc1	-2%	-15%	-16%	9%	-2%	-4%	-1%
2	CCn1c(C(=O)Nc2cc(C)cc(C)c2)cc2sc(Cl)cc21	-6%	2%	-18%	3%	18%	0%	0%
3	CC(C)c1ccc(Nc2cc(C(=O)NC3CCCCC3)c3ccccc3n2)cc1	-1%	-1%	1%	-6%	14%	-2%	1%
4	CCCn1c2ccccc2c2cnn(CC(=O)NCCc3ccc(OCC)c(OCC)c3)c(=O)c21	-8%	-1%	-9%	2%	-28%	-1%	-3%
5	Brc1csc(CN2CCc3nc(Nc4ccccc4)ncc3C2)c1	-4%	-8%	-8%	-5%	-9%	-1%	2%
6	Cc1ccc(CN2CCN(C3CCN(C(=O)c4ccc(C)cc4)CC3)C(=O)C2=O)cc1	-25%	4%	nt	-1%	nt	-1%	5%
7	COc1ccc(CCNC(=O)c2cn(C)c3ccc(S(=O)(=O)N4CCOCC4)cc3c2=O)cc1OC	-6%	-1%	4%	0%	?	0%	3%
8	COc1ccc2c(c1)cc1c(=O)n(CC(=O)NC3CCCCC3)nc(C)n12	-13%	-4%	nt	-2%	nt	0%	-4%
9	CCOc1cc(CNC(=O)c2ccc3c(c2)N(C)C(=O)C2CCCCN32)ccc1OC (configuration not stated)	-7%	2%	-4%	3%	-1%	0%	3%
10	O=c1c2oc3ccccc3c2n(Cc2ccccc2)c(=O)n1Cc1ccc2c(c1)OCO2	?	-8%	-21%	-2%	-2%	1%	-9%
11	Cn1nnnc1SCCCNCc1cc(Br)ccc1OCc1ccccc1	?	-8%	-5%	-1%	?	-5%	5%
12	CCC(=O)N1CCc2cc(S(=O)(=O)NCCC(=O)Nc3ccc(OC)c(Cl)c3)ccc21	25%	4%	-8%	-4%	11%	1%	8%
13	CCOC(=O)CN1C(C(=O)c2ccccc2)=C(OC(=O)C(C)(C)C)c2ccccc2S1(=O)=O	-22%	-1%	-19%	3%	4%	-1%	-7%
14	COc1ccc(CC(=O)NCC(c2ccc(N(C)C)cc2)N2CCOCC2)cc1 (configuration not stated)	15%	-3%	1%	-5%	1%	1%	1%
15	Cc1ccc(-c2noc(-c3ccc(N4CCCCC4C)c([N+](=O)[O-])c3)n2)cc1 (configuration not stated)	2%	-8%	-2%	3%	4%	-3%	2%
16	Cc1ccc(S(=O)(=O)c2cn(CC(=O)Nc3cccc(C)c3)c3cc4c(cc3c2=O)OCO4)cc1	-2%	9%	-18%	3%	1%	1%	6%
17	CCn1c(=O)n(CC)c2cc(N3CCCCC3)c(NC(=O)Nc3cc(C)cc(C)c3)cc21	26%	20%	?	0%	?	0%	-2%
18	CCn1cc2nc(SCc3cccc(OC)c3)n(Cc3ccc(Cl)cc3)c(=O)c2n1	41%[activator]	22%	-14%	-3%	9%	-2%	0%
19	COc1ccc(-c2nc3c(c(SCC(=O)N4CCCCC4)n2)Cc2cc(Cl)ccc2O3)cc1	14%	-4%	-35%	-1%	0%	1%	6%
20	O=C(CN1C(=O)CCc2cc(S(=O)(=O)N3CCOCC3)ccc21)NCc1ccc(F)cc1	-2%	-5%	-10%	-12%	-22%	0%	-3%
21	CCC(Sc1ncc(S(=O)(=O)c2ccc(Cl)cc2)c(=O)[nH]1)C(=O)Nc1ccc(OC)cc1 (configuration not stated)	12%	0%	-14%	-3%	14%	0%	-11%
22	CCc1nnc(SCc2cc(C)ccc2C)c2cc3sc(C)cc3n12	9%	14%	-14%	-1%	18%	1%	0%
23	COc1ccc(S(=O)(=O)N(CC(=O)Nc2ccc(F)c(Cl)c2)c2ccc(C)cc2)cc1OC	2%	2%	-5%	-5%	7%	2%	2%
24	Cc1cccc(C)c1Nc1nn2c(=O)c3cc4c(cc3nc2s1)OCO4	?	-7%	-2%	4%	-20%	-2%	0%
25	Cc1cc(C)c(S(=O)(=O)Nc2ccc3oc4c(c3c2)C(=O)CC(C)(C)C4)cc1C	34%[activator]	20%	-17%	-6%	13%	-2%	-1%

Random excerpt: 2 entries already listed, in no set order.
no.	molecule	p53null 39C kill	p53null 32C kill	FH mod	PTAP-TSG101 blk	NTMT1 inhibitor	B2AR arrestin ag	GALK inh
15	Cc1ccc(-c2noc(-c3ccc(N4CCCCC4C)c([N+](=O)[O-])c3)n2)cc1 (configuration not stated)	2%	-8%	-2%	3%	4%	-3%	2%
22	CCc1nnc(SCc2cc(C)ccc2C)c2cc3sc(C)cc3n12	9%	14%	-14%	-1%	18%	1%	0%

Next part
no.	molecule	p53null 39C kill	p53null 32C kill	FH mod	PTAP-TSG101 blk	NTMT1 inhibitor	B2AR arrestin ag	GALK inh
26	Cc1cc(C)c(NC(=O)CN(C)S(=O)(=O)c2ccc3c(c2)CCC(=O)N3)c(C)c1	-21%	-2%	-7%	-2%	?	1%	10%
27	COc1cccc(C(=O)Nc2cccc(C(=O)OCc3cc(=O)n4c5c(sc4n3)CCCC5)c2)c1	-9%	2%	-23%	1%	-3%	0%	1%
28	COc1ccc(OCC2c3cc(OC)c(OC)cc3CCN2C(=O)c2c(F)cccc2F)cc1 (configuration not stated)	16%	2%	?	1%	-2%	0%	-2%
29	O=C(Cn1c(=O)oc2cc(S(=O)(=O)NCc3ccccc3)ccc21)Nc1cccc(F)c1	3%	-1%	0%	-1%	23%	1%	-3%
30	Cc1ccc(NC(=O)CN2C(=O)CC(c3ccco3)Sc3ccccc32)cc1Cl (configuration not stated)	-13%	4%	0%	1%	0%	1%	1%
31	Cc1c(Cl)cccc1NC(=O)Cn1cc(C(=O)c2cccs2)c2ccccc21	?	7%	?	0%	-4%	-2%	4%
32	O=C(CN1C(=O)CCn2nc(-c3ccccc3)cc21)NCc1ccc(Cl)cc1	3%	8%	1%	0%	7%	-1%	1%
33	CCS(=O)(=O)N1CC(=O)N(c2ccccc2C)C(C)(C(=O)NC2CCCCC2)C1 (configuration not stated)	-7%	-5%	4%	2%	8%	0%	-6%
34	CCOC(=O)c1cc2c(=O)n3ccccc3nc2n(C)c1=NC(=O)c1c(-c2c(F)cccc2Cl)noc1C	3%	1%	-7%	3%	-6%	1%	0%
35	COc1cccc(CNC(=O)c2oc3c(c2C)-c2nn(Cc4cccc(Cl)c4)cc2CC3)c1	41%[activator]	59%[activator]	-16%	2%	0%	0%	0%
36	Cc1cccc(-n2ncc3c(NNC(=O)c4ccccc4Cl)ncnc32)c1	8%	-15%	17%	-1%	17%	1%	-1%
37	Cc1cccc(NC(c2cccc(Cl)c2)c2ccc3cccnc3c2O)n1 (configuration not stated)	2.5µM*	?	-9%	-1%	14%	0%	1%
38	COc1ccc(Cl)cc1NC(=O)c1cc(=O)c2cc(C)cc(C)c2o1	-27%	-7%	-14%	1%	10%	0%	-3%
39	CC1CCN(Cc2c(O)ccc3c(=O)c(-c4cccc(Cl)c4)c(C(F)(F)F)oc23)CC1	-1%	-4%	nt	1%	nt	1%	3%
40	CSc1nc2sc3c(c2c(=O)n1-c1ccc(C)cc1)CCCC3	-14%	-7%	5%	-1%	3%	0%	-1%
41	Cc1ccc(CN(Cc2ccco2)C(=O)c2ccc(Cl)cc2Cl)cc1	27%	29%	-13%	-6%	-2%	-1%	-12%
42	COc1ccc2[nH]cc(CCNC(=O)Nc3ccccc3)c2c1	-1%	4%	-6%	-6%	-4%	-3%	-1%
43	Cc1cccc(CSc2ncccc2C(=O)O)c1	1%	-14%	-2%	1%	-21%	0%	-4%
44	COc1ccc(C2CC(=O)N(Cc3ccc(F)cc3)c3ccccc3S2)cc1OC (configuration not stated)	10%	20%	?	0%	9%	-2%	0%
45	COc1ccccc1CN(Cc1ccco1)c1cnc(S(C)(=O)=O)nc1C(=O)Nc1cc(C)ccc1C	-3%	-4%	-15%	0%	1%	-4%	0%
46	CCC(=O)N1CCc2cc(Br)cc(S(=O)(=O)CCC(=O)N3CCN(c4cccc(C)c4)C(C)C3)c21 (configuration not stated)	-5%	20%	-20%	-9%	?	1%	3%
47	CCN(CCCNC(=O)CN1N=C(c2ccccc2)CCC1=O)c1cccc(C)c1	-6%	-3%	-19%	1%	?	-1%	-4%
48	COc1cc(-c2noc(-c3ccc(NC4CCCCC4)c([N+](=O)[O-])c3)n2)cc(OC)c1OC	3%	-14%	0%	-4%	-3%	-1%	-13%
49	O=C(Cc1ccccc1)N(Cc1cccnc1)c1nc2c(F)cccc2s1	30%	-9%	-15%	0%	9%	-1%	3%
50	O=C(Nc1cc(Cl)cc(Cl)c1)c1ccc(F)c(S(=O)(=O)N2CCCCCC2)c1	21%	-2%	-27%	2%	-25%	1%	1%
51	CCc1ccc(S(=O)(=O)c2nnn3c2nc(N2CCC(C)CC2)c2cc(Cl)ccc23)cc1	4%	9%	-17%	0%	12%	-2%	5%
52	COc1cc(C)ccc1OCCSc1nc2ccc(NC(=O)c3ccccc3F)cc2s1	?	-11%	-12%	-1%	-11%	-3%	2%
53	COc1ccc(-c2noc(CCC(=O)NCc3ccc(C)cc3)n2)cc1	-17%	2%	2%	2%	16%	1%	3%
54	COc1ccc(N2CCN(C(=O)c3cccc(-n4c(C)nc5cccnc54)c3)CC2)cc1	3%	-7%	4%	-5%	-4%	-1%	3%
55	COc1ccc(CCNC(=O)Cc2c(C)c3c(cc(C)c4c(C)c(C)oc43)oc2=O)cc1OC	13%	2%	-13%	0%	?	-2%	6%
56	COc1cccc(NC(=O)Cn2nnc(-c3nc(-c4ccccc4)no3)c2N)c1	10%	5%	8%	-5%	?	0%	0%
57	O=C(Nc1ccc2nn(-c3ccccc3)nc2c1)c1ccc(-c2cccc(Cl)c2)o1	-27%	-11%	-2%	10%	?	1%	-2%
58	CCc1cccc(C)c1NC(=O)CSc1nc2ccncc2[nH]1	-4%	9%	4%	3%	1%	-4%	2%
